Screening results as filed in PubChem BioAssay.
Ins promoter up: insulin promoter activators in MIN6 cells, imaging, high-content screening, mouse beta cells | MIN6 insulin promoter-GFP reporter; stronger effect = higher value | z-score at 5 µM | 190,000 tested, 0.3% active | AID 1625, 2009;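 active = z-score above 3 at 5 µM with at least 500 cells counted in the well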
TNAP activation fold: human TNAP enzyme activators, primary screen, biochemical, luminescent, no phosphate acceptor, uHTS (AID 1001) | Alkaline phosphatase, tissue-nonspecific isozyme (Homo sapiens) | purified TNAP, luminescent activation assay, no phosphate acceptor; higher activation fold means a stronger effect | activation fold at 20 µM, or EC50 in µM where a hit was titrated | 200,000 tested, 0.03% active; in the data active = activation fold from about 3, or a potency from the dose series; inactive = the rest, 99 in 100 with activation fold below about 1.6; also: many of its hits are not listed in these tables
PMI inhibition: human PMI inhibitors, high substrate, primary screen, biochemical, fluorescence intensity, high mannose 6-phosphate (AID 1220); recombinant PMI enzyme, coupled fluorescence intensity; higher % means a stronger effect; 190,000 tested, 0.66% active; inhibition, % at 20 µM, or IC50 in µM where a hit was titrated; Mannose-6-phosphate isomerase (Homo sapiens)
Autophagy mod: autophagy modulators in MEF cells, primary screen, imaging, high-content, MEF GFP-LC3. MEF GFP-LC3 puncta imaging; test concentration mostly 10 µM. calls only at 10 µM (by protocol). 190,000 tested, 0.98% active. AID 463193, 2010;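 active = percentage of spot-positive cells more than 3 SD above its plate mean, without a fluorescence outlier flag or 80% toxicity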;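 also: spot-positive cell cutoff set from DMSO-treated cells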
T cell HTS: modulators of CD8 T cell-vesicle binding, primary screen, mouse 2C CD8+ T cells, flow cytometry; 2C CD8+ T cell-vesicle binding; stronger effect = lower value; calls only at 7 µM; 330,000 tested, 0.068% active;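 active = response, share of CD8 T cells binding vesicles, and their 90th percentile fluorescence all below set limits, cut at about 80% in these data, passing the limit was not always enough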
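Test system: purified 2C TCR transgenic mouse naive CD8+ T cells. Probe or stimulus: QL9-peptide-loaded Drosophila micro-vesicles bearing Ld, ICAM-1 and B7-1. Incubation: binding step 1.5 h, 37 °C, antibody labelling 20 min, ice. Measured by: flow cytometry of vesicle-bound cells.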
human PMI inhibition: inhibitors of human PMI, primary screen, biochemical, fluorescence intensity, coupled assay (AID 1209); 190,000 tested, 0.42% active; inhibition, % at 20 µM; hits with a dose series show IC50 in µM; purified PMI enzyme, coupled fluorescence intensity; higher % means a stronger effect; Mannose-6-phosphate isomerase (Homo sapiens);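 also: plate controls were DMSO vehicle for no effect and wells lacking substrate for full effect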
MT stabilizer: microtubule stabilizers in HeLa cells, primary screen, imaging, high-content imaging; HeLa tubulin immunostaining HCS, 24 h; share of cells brighter than vehicle mean+2SD; % tubulin-high responders, % at 10 µM; 200,000 tested, 0.83% active;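 active = plate Z-score above 3 for both tubulin-high and condensed-nucleus cell shares, with cell loss under 80%, at 10 µM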;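 also: anti alpha tubulin signal scored within the nucleus-defined area of each cell; some results filed as inactive read as strong as hits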
bCat nuc transl: modulators of beta-catenin nuclear translocation, primary screen, imaging, HeLa cells, immunofluorescence, high-content. nuclear translocation activity, % at 5 µM. 190,000 tested, 0.3% active;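 active = nuclear translocation activity above 50% at 5 µM, with a well cell count of 50 or more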;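 also: per-cell ratio of nuclear to cytoplasmic median beta-catenin stain intensity; plate controls were DMSO negative control for no effect and GSK-3 inhibitor IX positive control for full effect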
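Test system: human HeLa cells, endogenous beta-catenin. Times: 24 h compound exposure, 37°C. Measured by: beta-catenin immunofluorescence imaging with DAPI.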
Hep lipid drop: inhibitors of hepatocyte lipid droplet formation, primary screen, imaging, high-throughput imaging, BODIPY stain; AML12 mouse hepatocytes, oleate lipid droplets; inhibition, % at 6.5 µM; 240,000 tested, 0.4% active;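 active = lipid droplet intensity inhibited by at least 50%, with more than 500 cells counted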
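Test system: AML12 hepatocytes (mouse); reagent: oleate loading, 100 µM; dosing: one dose, 6.5 µM compound; incubation: overnight exposure; signal: fluorescence imaging, 20x objective, two fields per well; read-out basis: % inhibition of corrected integrated BODIPY droplet signal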
Ins promoter up cell count: further read-out of Ins promoter up, marked with its call; cell count; measured here: cytotoxicity, nuclei count;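 total cells summed across four imaged fields per well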
Hep lipid drop cells 6.5 µM: second read-out of Hep lipid drop, no call of its own (marks repeat the call); cell count; measured here: cell count, cytotoxicity flag;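 cells counted across two imaged fields per well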
bCat nuc transl cell count 5 µM: also measured in bCat nuc transl; calls as there; cell count; measured here: cell count, cytotoxicity flag
T cell HTS vesicle-bound %: recorded beside T cell HTS, whose call it bears; double positive events, %; measured here: CD8+ vesicle-bound cell fraction;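 binding gate set so that unloaded-vesicle control wells show 10% double positive cells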
MT stabilizer Hoechst-high %: further read-out of MT stabilizer, marked with its call; % Hoechst-high responders; measured here: nuclear condensation Hoechst responders;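 share of cells brighter than vehicle mean plus two SD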
MT stabilizer cytotoxicity %: second read-out of MT stabilizer, no call of its own (marks repeat the call); toxicity, %; measured here: cytotoxicity by cell density;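 0% = mean cell density of plate MIN control wells and 100% = no cells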
Autophagy mod cell loss 18 h: second read-out of Autophagy mod, no call of its own (marks repeat the call); toxicity, %; measured here: cell loss, nuclei count;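 cell loss after 18 h compound exposure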
Active calls of the source: *; i = inactive; . = no result given. Rule as the data show it, unless noted: active = inhibition above about 50%; inactive = the rest.

SMILES	Ins promoter up	Ins promoter up cell count	TNAP activation fold	PMI inhibition	Autophagy mod	Autophagy mod cell loss 18 h	T cell HTS	T cell HTS vesicle-bound %	human PMI inhibition	MT stabilizer	MT stabilizer Hoechst-high %	MT stabilizer cytotoxicity %	bCat nuc transl	bCat nuc transl cell count 5 µM	Hep lipid drop	Hep lipid drop cells 6.5 µM
CC(C)n1cnc2c(NCc3ccc(S(N)(=O)=O)cc3)nc(NCc3ccc(S(N)(=O)=O)cc3)nc21	0.46	1111	.	.	.	.	i	13.8	.	.	.	.	-0.1	1315	25.1	691
c1ccc(OCc2nn3c(Cn4nnc5ccccc54)nnc3s2)cc1	0.1	1224	0.9	-5.4%	i	10.6	i	51.7	28.0%	3.0	3.1	14.5	.	.	7.7	686
CC(/C=N\N1CCN(Cc2ccc(C)cc2)CC1)=C\c1ccccc1	2.07	1559	1.4	10.2%	i	-12.8	i	46.4	14.1%	2.8	1.8	0.8	-1.4	1045	0.5	593
COC(=O)c1c(-c2cccc3ccccc23)csc1NC(=O)Cc1ccc(OC)c(OC)c1	-1.34	646	1.1	1.6%	i	-7.7	i	29.3	2.1%	52.1*	30.9*	29.8*	.	.	-34.9	738
Cc1nc(N2CCN(C)CC2)c2sc(=S)n(C)c2n1	0.42	919	1.1	17.9%	i	9.6	i	45.7	9.0%	2.6	4.0	4.3	.	.	.	.
CN(C1CCCCC1)S(=O)(=O)c1cccc(C#N)c1	-1.2	1346	1	-9.9%	i	9.2	i	53.5	-7.6%	1.6	0.8	0.3	-2.5	1158	2.9	654
Cc1cc(C)c2nc(NNC(=O)c3cc(=O)c4ccccc4o3)sc2c1	0.16	1387	2.1	30.4%	i	-1.9	i	38.0	20.2%	3.3	1.1	8.1	-2.9	1170	-11.1	633
COCCn1nnnc1C(c1cccc(OC)c1OC)N1CCN(C2CCCCC2)CC1 (stereo not given)	-0.05	1093	1.1	0.2%	i	4.9	i	21.0	-1.6%	2.9	2.6	10.6	-2.2	1172	.	.
COc1ccc(CN2C(=O)c3ccccc3C2C(=O)NCCc2ccccc2)c(OC)c1 (stereo not given)	0.08	1318	1.3	17.1%	i	-5.4	i	24.0	17.9%	2.6	2.1	5.2	1.7	1148	4.9	701
Cc1ccc(NC(=O)C(OC(=O)c2cc(C)oc2C)c2ccccc2)cc1 (stereo not given)	-0.91	1534	1.2	1.5%	i	10.7	i	27.3	8.4%	2.0	3.4	5.9	-1.1	1181	2.0	665
O=C(Cn1c(NCCO)nc2ccccc21)c1ccco1	-0.6	1897	1	13.3%	i	29.7	i	11.2	6.8%	2.0	2.7	4.7	-1.0	1120	-9.2	641
CCN(CC)S(=O)(=O)c1cccc(NC(=O)COC(=O)c2cc(C)oc2C)c1	-1.17	1026	1.1	9.2%	i	-6.1	i	18.6	9.8%	1.9	2.1	9.7	0.2	1233	-22.8	703
CC(C)n1c(-c2ccc(N(C)C)cc2)nc2ccccc21	-2.14	1057	1.4	27.6%	i	-17.3	i	31.3	14.7%	2.1	2.0	4.1	-3.4	1053	.	.
CCS(=O)(=O)N1CCC(C(=O)NCCCN2CCC(Cc3ccccc3)CC2)CC1	-1.83	1241	1.1	2.0%	i	41.6	i	37.7	3.5%	7.7	2.3	22.2	7.3	1486	.	.
O=C(O/N=C\c1ccc(N2CCOCC2)c([N+](=O)[O-])c1)c1ccccc1Cl	0.1	1556	1	1.4%	i	-15.4	i	57.2	9.5%	3.3	3.1	3.3	0.7	1196	.	.
CCn1ncc([C@@H]2C[C@H]3CN(Cc4cccc(Cl)c4)C(=O)[C@]34CCCN24)c1C	-0.12	1511	1	2.9%	i	16.9	i	46.2	3.1%	3.7	2.1	5.0	1.0	970	-5.9	727
COc1ccc(OCc2nnnn2-c2ccccc2)cc1	-0.19	1932	1.1	8.4%	i	-24.2	i	9.2	5.9%	3.1	1.3	5.6	-0.3	1137	11.5	648
CC(C(=O)O)n1ncc2ccccc2c1=O (stereo not given)	-0.66	1027	.	.	.	.	i	37.7	.	.	.	.	-1.1	1303	-9.9	781
CCOC(=O)c1c(C)oc2c1c(CN1CCN(C(=O)OCC)CC1)c(O)c1ccccc12	-0.08	1330	1.1	.	i	1.7	i	43.9	25.1%	5.2	3.6	4.9	-1.3	1011	1.4	672
O=C1CCCC2=C1C(c1ccccc1O)C1=C(CCCC1=O)O2	1.42	1094	1	7.0%	i	7.6	i	23.9	8.1%	4.4	3.0	5.1	-2.9	1139	.	.
COC(=O)C1=C(C)N(C2CCCC2)C(=O)C1(NC(C)=O)C(F)(F)F (stereo not given)	-0.05	1246	1.1	5.4%	i	-1.1	i	32.8	4.8%	2.6	0.2	66.1	.	.	-4.9	654
COc1ccc(N2CCN(C(C)=C3C(=O)c4ccccc4C3=O)CC2)cc1	1.13	1466	1	38.7%	i	-21.1	i	55.9	8.6%	4.4	1.6	5.5	0.6	1551	.	.
Oc1ccc(-c2csc(Nc3ncccn3)n2)cc1O	-0.35	1281	1	25.7%	i	-0.6	.	.	58.0%*	4.6	3.1	8.5	-3.0	1131	0.8	656
CC(C)CC(=O)Nc1ccnc(-c2ccncc2)n1	-0.37	1488	1.1	-10.3%	i	9.9	i	63.7	-5.7%	3.0	1.2	8.4	0.4	1561	-15.0	679
COc1ccc(Nc2nnc(Cc3ccc(Cl)cc3)c(=O)[nH]2)c(OC)c1	0.27	1375	1	19.1%	i	-16.1	i	29.3	25.3%	3.1	1.8	5.3	-3.0	1166	27.3	724
CCOC(=O)C(=CNc1ccccc1C)C(=O)OCC	-0.22	1793	1	6.0%	i	7.7	i	39.8	6.7%	3.9	1.8	3.8	-1.9	1069	3.7	673
O=C(NCc1ccccc1)NC1(C(=O)N2CCN(c3ccccc3)CC2)CCCCC1	-0.16	1349	.	5.4%	i	6.9	i	37.1	7.6%	2.8	2.5	10.2	1.3	1083	.	.
Cc1nc(-c2ccccc2)sc1C(=O)CSc1ccc(F)cc1	0.26	1674	1	19.5%	i	5.6	i	37.3	17.8%	1.0	0.7	5.1	0.6	1112	1.1	588
O=C1NC(=O)/C(=C\c2ccccc2OCc2ccccc2)S1	-0.44	1232	1.1	-8.6%	i	5.9	i	31.5	-15.9%	3.2	2.4	3.0	1.9	1037	36.0	684
Cc1cc(C(=O)COC(=O)CCCN2C(=O)c3ccccc3C2=O)c(C)n1C	-0.06	1204	1.1	10.3%	i	41.5	i	13.9	9.2%	2.2	1.8	9.9	-2.3	1146	.	.
Cc1c(-n2cc(C(=O)O)c(=O)c3cc(F)c(N4CCCC4)c(F)c32)c(=O)n(-c2ccccc2)n1C	1.38	985	0.9	16.0%	.	.	i	29.3	7.5%	.	.	.	-5.7	934	.	.
Cc1ccc(OCCCNC2CCCC2)cc1	.	.	1.2	-10.0%	i	-14.6	i	59.0	1.7%	3.9	2.3	5.4	-0.5	921	-2.6	601
Cc1ccc(CNC(=O)CCNC(=O)Cn2ccc3ccccc3c2=O)cc1	-0.2	1549	1.1	-2.0%	i	0.0	i	52.7	1.5%	2.8	1.5	8.2	0.1	1348	.	.
CCOc1ccc(C(C(=O)NC2CCCCC2)N(C(=O)c2ccccn2)c2cccnc2)cc1 (stereo not given)	0.02	1364	1.1	1.4%	i	12.2	i	55.9	4.7%	2.7	1.2	7.7	1.3	1501	19.2	749
ClCC1CSC(=NC23CC4CC(CC(C4)C2)C3)O1 (stereo not given)	.	.	1.1	10.1%	i	13.1	i	24.6	12.6%	1.2	2.3	7.3	0.1	1010	3.8	622
CSc1nc(C=Nc2ccccc2Cl)c(O)n1Cc1cccc(Cl)c1	-1	1318	.	.	.	.	i	39.6	.	.	.	.	0.1	1245	-6.2	721
Cc1ccc(Cn2c(O)c(N=NC(=S)Nc3ccccc3F)c3cc(S(=O)(=O)N4CCOCC4)ccc32)cc1	-0.96	1072	0.8	14.0%	i	6.9	.	.	7.8%	3.8	0.7	4.2	0.9	1002	18.4	739
CCN(C(=O)COC(=O)c1cc2ccccc2cc1O)C1CCS(=O)(=O)C1 (stereo not given)	-0.7	1614	1.1	-3.3%	i	0.1	i	0.0	3.8%	2.7	1.7	7.1	-0.9	1342	.	.
COc1ccc(C(=O)NCc2cccnc2)cc1S(=O)(=O)N1CCOCC1	.	.	1.1	0.6%	i	-1.4	i	50.1	6.0%	3.8	2.4	7.5	.	.	3.3	713
CCOc1ccc(C(=O)NCCN2CCOCC2)cc1	0.33	1498	1	-0.5%	i	-6.7	i	30.1	0.4%	1.8	1.4	4.0	-0.5	1074	2.4	755
CCN(CC)CCn1c2ccccc2c2nc(C)sc21	-0.11	1251	1	-11.1%	i	-5.5	i	39.9	-7.1%	3.9	2.6	3.7	.	.	-4.5	680
COc1ccc(C2C(C#N)=C(N)N(c3ncn[nH]3)C3=C2C(=O)CCC3)cc1 (stereo not given)	.	.	1.1	43.2%	i	13.4	i	29.8	20.2%	1.8	1.9	4.3	.	.	8.8	732
C=CCOc1ccc(/C=N/NC(=O)CN2CCOCC2)cc1OCC	0.24	1205	1.1	2.5%	i	-1.8	i	38.5	1.2%	3.8	1.4	6.7	-3.9	1153	1.7	700

Looked up above:
For PMI inhibition, `CCOc1ccc(C(=O)NCCN2CCOCC2)cc1` reads -0.5%
For PMI inhibition, `CCOc1ccc(C(C(=O)NC2CCCCC2)N(C(=O)c2ccccn2)c2cccnc2)cc1` (stereo not given) reads 1.4%
